Screening data (PubChem BioAssay)
Pf apPOL block = Pf-apPOL DNA polymerase inhibition; inhibition, % at 10 µM; AID 1794808; actives 0.25% (n = 210,000); Recombinant Pf-apPOL, molecular beacon fluorescence, 1.5 h
mHTT-CaM PPI inh = disrupts binding of mutant huntingtin to calmodulin; inhibition, % at 15 µM; P42858; AlphaScreen His-mHTT/GST-CaM binding, luminescence; actives 3.6% (n = 190,000);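 also: 0% = both proteins with DMSO and 100% = one protein alone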
Target sequence (P42858 whole entry, looked up, stated change not applied): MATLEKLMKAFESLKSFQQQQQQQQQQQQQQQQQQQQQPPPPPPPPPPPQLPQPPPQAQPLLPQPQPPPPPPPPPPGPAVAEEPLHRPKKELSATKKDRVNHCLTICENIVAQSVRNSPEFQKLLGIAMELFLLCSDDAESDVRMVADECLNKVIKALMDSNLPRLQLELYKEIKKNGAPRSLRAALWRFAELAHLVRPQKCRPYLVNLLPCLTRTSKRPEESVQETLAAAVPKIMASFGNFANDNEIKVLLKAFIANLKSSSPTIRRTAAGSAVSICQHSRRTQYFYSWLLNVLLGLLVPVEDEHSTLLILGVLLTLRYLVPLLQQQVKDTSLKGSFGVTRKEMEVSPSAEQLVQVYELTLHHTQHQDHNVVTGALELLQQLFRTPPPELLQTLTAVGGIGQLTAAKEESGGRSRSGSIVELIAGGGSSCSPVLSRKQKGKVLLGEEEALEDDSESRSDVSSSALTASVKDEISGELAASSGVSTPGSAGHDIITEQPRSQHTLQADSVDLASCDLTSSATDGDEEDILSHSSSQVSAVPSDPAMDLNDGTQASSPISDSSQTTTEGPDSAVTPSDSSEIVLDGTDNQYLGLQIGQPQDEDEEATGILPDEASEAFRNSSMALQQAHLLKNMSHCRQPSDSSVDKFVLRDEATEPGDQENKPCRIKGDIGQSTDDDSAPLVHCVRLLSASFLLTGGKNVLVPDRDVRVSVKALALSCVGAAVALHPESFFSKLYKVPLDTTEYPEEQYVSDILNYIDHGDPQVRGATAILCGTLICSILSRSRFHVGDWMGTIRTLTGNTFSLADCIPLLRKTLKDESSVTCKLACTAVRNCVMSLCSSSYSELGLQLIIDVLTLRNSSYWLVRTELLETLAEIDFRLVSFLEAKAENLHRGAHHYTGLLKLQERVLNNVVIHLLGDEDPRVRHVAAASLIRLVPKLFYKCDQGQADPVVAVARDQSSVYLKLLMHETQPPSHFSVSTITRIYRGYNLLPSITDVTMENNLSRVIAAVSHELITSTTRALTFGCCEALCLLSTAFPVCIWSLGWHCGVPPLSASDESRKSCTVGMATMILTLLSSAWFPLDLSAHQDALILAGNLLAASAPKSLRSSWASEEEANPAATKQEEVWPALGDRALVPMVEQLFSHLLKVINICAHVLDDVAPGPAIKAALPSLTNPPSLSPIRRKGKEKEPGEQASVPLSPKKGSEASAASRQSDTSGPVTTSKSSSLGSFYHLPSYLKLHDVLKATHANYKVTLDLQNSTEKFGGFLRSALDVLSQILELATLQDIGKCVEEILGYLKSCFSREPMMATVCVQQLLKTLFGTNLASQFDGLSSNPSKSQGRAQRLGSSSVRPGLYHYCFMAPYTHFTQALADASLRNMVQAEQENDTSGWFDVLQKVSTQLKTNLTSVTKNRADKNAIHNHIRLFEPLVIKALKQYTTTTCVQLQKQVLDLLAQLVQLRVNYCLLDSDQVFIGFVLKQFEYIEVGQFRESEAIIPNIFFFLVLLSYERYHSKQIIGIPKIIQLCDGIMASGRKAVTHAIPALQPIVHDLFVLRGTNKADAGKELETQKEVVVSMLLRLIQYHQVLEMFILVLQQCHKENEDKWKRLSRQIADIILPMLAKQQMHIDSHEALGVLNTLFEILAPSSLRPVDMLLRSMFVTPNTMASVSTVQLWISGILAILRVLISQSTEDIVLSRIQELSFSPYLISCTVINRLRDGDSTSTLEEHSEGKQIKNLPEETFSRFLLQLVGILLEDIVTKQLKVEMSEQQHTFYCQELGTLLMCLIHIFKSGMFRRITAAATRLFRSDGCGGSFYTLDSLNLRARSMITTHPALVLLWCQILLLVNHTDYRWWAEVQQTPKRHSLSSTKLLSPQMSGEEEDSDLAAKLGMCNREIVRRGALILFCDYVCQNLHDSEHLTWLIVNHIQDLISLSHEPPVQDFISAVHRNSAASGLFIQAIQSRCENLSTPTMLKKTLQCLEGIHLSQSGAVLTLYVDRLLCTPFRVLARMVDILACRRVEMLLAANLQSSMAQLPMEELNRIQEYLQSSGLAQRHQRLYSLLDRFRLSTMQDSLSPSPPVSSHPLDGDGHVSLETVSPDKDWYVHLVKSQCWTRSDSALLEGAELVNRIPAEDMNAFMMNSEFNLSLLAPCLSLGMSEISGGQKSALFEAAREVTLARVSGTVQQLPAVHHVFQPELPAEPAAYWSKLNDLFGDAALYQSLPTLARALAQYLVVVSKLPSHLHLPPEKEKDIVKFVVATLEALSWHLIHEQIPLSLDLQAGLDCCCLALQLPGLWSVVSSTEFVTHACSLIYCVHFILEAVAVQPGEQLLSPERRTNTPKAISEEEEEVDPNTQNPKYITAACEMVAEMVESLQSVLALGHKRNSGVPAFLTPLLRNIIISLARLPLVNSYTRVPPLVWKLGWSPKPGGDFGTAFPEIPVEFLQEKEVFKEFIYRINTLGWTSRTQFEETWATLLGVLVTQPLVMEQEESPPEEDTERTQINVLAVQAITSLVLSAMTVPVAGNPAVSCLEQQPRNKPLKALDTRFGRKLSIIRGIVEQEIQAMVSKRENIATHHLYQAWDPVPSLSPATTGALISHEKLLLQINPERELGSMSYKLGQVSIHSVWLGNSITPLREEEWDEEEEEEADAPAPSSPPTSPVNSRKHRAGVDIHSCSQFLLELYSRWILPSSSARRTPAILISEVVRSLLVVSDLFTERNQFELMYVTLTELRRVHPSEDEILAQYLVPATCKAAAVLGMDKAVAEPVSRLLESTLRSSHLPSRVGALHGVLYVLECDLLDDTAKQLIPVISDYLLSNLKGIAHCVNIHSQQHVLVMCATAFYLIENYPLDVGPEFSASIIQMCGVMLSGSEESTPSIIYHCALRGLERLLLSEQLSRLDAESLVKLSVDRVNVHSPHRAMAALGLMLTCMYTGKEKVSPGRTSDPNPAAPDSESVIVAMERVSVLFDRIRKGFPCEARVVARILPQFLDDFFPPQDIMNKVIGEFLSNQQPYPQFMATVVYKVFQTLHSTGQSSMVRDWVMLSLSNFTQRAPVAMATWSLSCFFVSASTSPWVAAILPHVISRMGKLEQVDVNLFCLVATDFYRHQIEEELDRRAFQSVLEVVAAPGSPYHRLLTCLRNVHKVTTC
Active calls of the source: *; . = no result given; & = joins results of further samples. Rule as the data show it: active = inhibition above about 50%; inactive = the rest.

smiles	Pf apPOL block	mHTT-CaM PPI inh
Cc1ccc(S(=O)(=O)N2CC3CC2CC3NC(=O)c2cccs2)cc1Cl (stereo not drawn)	-1.4	-1.4
CCCCCCCCCCOC[N+](CC)(CC)c1ccccc1	.	18.1
CCSC1=NSC2=NC(=O)/C(=C\c3ccc(F)cc3)C(=N)N12	-1.1	2.0
COc1nccnc1NC1CCN(C(=O)NC2CCCCC2)CC1	-1.8	0.2
CCC(SC1=Nc2ccccc2C2=NC(Cc3ccccc3)C(=O)N12)C(=O)NCCCOC (stereo not drawn)	-0.7	-3.0
CCC(C(=O)N1CCOCC1)c1ccccc1 (stereo not drawn)	-6.7	-5.6
O=C1OC(c2ccccc2[N+](=O)[O-])=N/C1=C/c1ccccc1F	2.9	6.0
CC(C)c1ccc(N2CCN(C(=O)c3ccc(F)cc3)C(C)C2=O)cc1 (stereo not drawn)	-4.3	-5.5
COc1ccc(-c2cn(CC(=O)N3CCCCC3)c(=O)o2)cc1	-3.1	6.7
COc1ccc(NC(=O)CN2C(=O)NC3(CCCCC3)C2=O)c(OC)c1	-3.2	-3.9
OCCN(CCO)c1ncnc2sc3c(c12)CCCC3	4.5	5.6
NS(=O)(=O)c1ccc(CCNC(=O)C(=O)Nc2ccc(Cl)cn2)cc1	6.6	0.0
Cc1cc(C2CCCN2C(=O)c2cnn3c(C(F)(F)F)cc(-c4cccs4)nc23)no1 (stereo not drawn)	-2.2	-6.7
CC(C)(C)c1ccc(C(=O)N2CCc3nc[nH]c3C2)cc1	0.2	-2.1
CCCN(CCC)S(=O)(=O)c1ccc(C(=O)Nc2nnc(-c3ccc(Cl)s3)o2)cc1	-2.6	4.0
O=C(O)CCCCCNc1nc2nc[nH]c2c(=O)[nH]1	-9.4	-2.0
N#Cc1ccc(-c2csc(NC(=O)NCc3ccc(F)cc3)n2)cc1	-3.6	-10.2
CCOc1ccc(C(=O)N2CCN(c3ccc(Cl)cc3[N+](=O)[O-])CC2)cc1	3.3	36.7
COc1ccccc1N1CCN(Cc2cc[nH]c(=O)c2)CC1	-2.5	15.1
CCCn1c(C2CCN(C(=O)Nc3ccc(Br)cc3)C2)nc2cccnc21 (stereo not drawn)	-9.9	1.4

Rewritten with each value named: entries from further up.
N#Cc1ccc(-c2csc(NC(=O)NCc3ccc(F)cc3)n2)cc1
- Pf apPOL block: -3.6
- mHTT-CaM PPI inh: -10.2
CCOc1ccc(C(=O)N2CCN(c3ccc(Cl)cc3[N+](=O)[O-])CC2)cc1
- Pf apPOL block: 3.3
- mHTT-CaM PPI inh: 36.7
COc1ccccc1N1CCN(Cc2cc[nH]c(=O)c2)CC1
- Pf apPOL block: -2.5
- mHTT-CaM PPI inh: 15.1
CCCn1c(C2CCN(C(=O)Nc3ccc(Br)cc3)C2)nc2cccnc21 (stereo not drawn)
- Pf apPOL block: -9.9
- mHTT-CaM PPI inh: 1.4

(more compounds)
smiles	Pf apPOL block	mHTT-CaM PPI inh
Cc1nc(SCN2C(=O)c3ccccc3C2=O)n[nH]1	-12.8	-1.0
Cc1ccc(N2C(=O)NC3CC2(C)Oc2ccccc23)cc1C (stereo not drawn)	-4.0	4.0
Nc1c2c(nc3ccccc13)N(C1CCCCC1)CC2	6.6&-1.1	3.0&0.6
CCc1ccc(N=c2oc3c(C)ncc(CO)c3cc2C(N)=O)cc1	-6.0	-4.0
CN(C)C(=O)c1cc2c(s1)CCC(C(=O)N1CCCCCC1)C2 (stereo not drawn)	-1.2	-3.8
O=S(=O)(Cc1ccc(Cl)cc1)NCC(O)C1CCCCC1 (stereo not drawn)	-12.9	-15.0
Cc1cccc2oc(-c3ccc(N=Cc4cccc([N+](=O)[O-])c4O)cc3)nc12	14.7	7.0
CC(NC(=O)c1ccccc1NC(=O)c1ccccc1)C(=O)O (stereo not drawn)	0.8	2.5
CC(=O)c1cccc(NC(=O)CSc2nccnc2N2CCSCC2)c1	-6.1	-8.4
COc1cc(Cl)c(C2Nc3ccccc3-c3nnc(SC)nc3O2)cc1OC (stereo not drawn)	11.2	0.0
CNc1cc(-n2nc(C)cc2-c2ccccc2)ncn1	7.0	3.0
COc1ccccc1NC(=O)c1cc(S(=O)(=O)NCCc2ccc(Cl)cc2)ccc1F	-3.9	-2.0
CC(C)(C)n1nc2c(c1NC(=O)C(=O)NCc1ccc3c(c1)OCO3)CS(=O)(=O)C2	-12.4	-7.4
Cc1ccc(NS(=O)(=O)c2cc(Br)cc3c2N(C(=O)C2CC2)CC3)c(C)c1	0.8	-1.0
CCOc1ccc(N2C(=O)Nc3ccc(Br)cc3C2(O)C(=O)NC(C)CC)cc1 (stereo not drawn)	-10.0	2.0
N#Cc1cc2c(nc1SCC(=O)c1ccc(Br)cc1)CCCC2	-0.2	1.0
COc1ccc(C=C2Oc3cc(OC(=O)c4ccco4)ccc3C2=O)cc1	-13.4	8.1
Brc1ccc(-c2cn3cccnc3n2)cc1	-5.4	-4.0
Cn1cccc1-c1n[nH]c(=S)n1-c1ccc(Cl)cc1Cl	0.6	.
CCc1ccccc1N(C)C(=O)c1ccc2c(c1)N(S(C)(=O)=O)CC2	0.1	2.2
O=C1CC(C2CCCO2)C(=O)N1c1ccc(Cl)cc1 (stereo not drawn)	4.1	-3.1
N#Cc1c(Cl)cccc1NCc1cccs1	-2.7	.
O=c1c2nc(-c3cccs3)cn2ccn1-c1cccc(F)c1	1.8	-1.4
Cn1ncc(N2CCCC(C(=O)NCc3cccc(C(F)(F)F)c3)C2)cc1=O (stereo not drawn)	0.3	0.6
CCc1cc2c(=O)c(-c3ccc4c(c3)OCO4)c(C(F)(F)F)oc2cc1O	2.4&-4.4	0.7&3.0
O=S(=O)(c1ccccc1Cl)N1CCN(c2ccc3nnc(-c4ccco4)n3n2)CC1	21.8	46.3
Cn1ccnc1SCc1cc(=O)c(OC(=O)c2ccc3c(c2)OCO3)co1	2.5	-6.6
COc1ccc(OC)c(CNC(=O)CCCc2cn(C)c3ccccc23)c1	-19.3	40.0
Cc1ccc(S(=O)(=O)N(C)c2ccc(OCC(=O)N3CCCCC3)cc2)cc1	-3.2	2.4
COc1ccc(C(=O)/C=C/Nc2ccc(S(=O)(=O)Nc3onc(C)c3C)cc2)cc1	0.2	25.0
O=C(NCc1ccccc1Cl)C1CC(=O)N(CCc2c[nH]c3ccc(F)cc23)C1 (stereo not drawn)	0.3	0.6
CCc1ccc(NC(=O)CSc2nc3c(c(=O)n2-c2ccc(F)cc2)SCC3)cc1	-4.3	8.0
O=C(CN1CCN(c2cccc(Cl)c2)C1=O)NCCc1cccs1	-14.4	-12.5
Cn1nc(COc2ccccc2)c2c1CCN(C(=O)Nc1ccc(Cl)cc1)C2	-5.1	13.3
CCCCN1CCc2nc(Nc3cc(OC)ccc3OC)ncc2C1	-3.8	13.6
Cc1ccc2nc(NC(=O)/C=C/c3cccc([N+](=O)[O-])c3)sc2c1	-1.7	21.0
COc1ccc(CCC(=O)N2CCCC(C)(C(=O)NCc3ccccc3)C2)cc1 (stereo not drawn)	-2.4	-10.1
Cc1ccc(/C=C2/N=C(c3ccc(Br)o3)OC2=O)cc1	-0.6	6.0
Cn1nc(-c2ccc(-c3ccnc(=S)[nH]3)s2)cc1C(F)(F)F	-8.0	.
Cc1cccc(NC(=O)C(=O)c2c(O)[nH]c3ccccc23)c1	-3.6	4.0

Record cards (already shown):
Record of Cc1ccc2nc(NC(=O)/C=C/c3cccc([N+](=O)[O-])c3)sc2c1 → Pf apPOL block: -1.7; mHTT-CaM PPI inh: 21.0
Record of O=C(CN1CCN(c2cccc(Cl)c2)C1=O)NCCc1cccs1 → Pf apPOL block: -14.4; mHTT-CaM PPI inh: -12.5

The listing continues.
smiles	Pf apPOL block	mHTT-CaM PPI inh
O=C(Nc1ccc(-c2nc3ncccc3o2)cc1)c1cccc(Br)c1	0.9	19.0
CN1CCc2c(-c3cccs3)[nH]c(=S)c(C#N)c2C1	.	39.4
O=C(Nc1ccc2c(c1)Cc1ccccc1-2)c1ccc([N+](=O)[O-])cc1[N+](=O)[O-]	1.3	6.0
CC1CCN(C(=O)c2cnn3ccc(C4CCN(C(=O)c5ccc(F)cc5)CC4)cc23)CC1	3.6	18.5
CN(C)C=CC(=O)c1cc(F)cc(F)c1O	-0.6&-14.7	.
CC1CCN(C(=O)c2cnc3sccn3c2=O)CC1	-0.6	-0.6
Cc1cnc(NC(=O)c2ccc(Cn3cc(Br)cn3)o2)s1	-1.3	6.0
CN(C)c1ccc(/C=C2\C(=O)NN(c3ccc(F)c(Cl)c3)C2=O)cc1Br	19.3	4.0
COc1ccc(CN(C2CC2)S(=O)(=O)c2ccccc2Br)cc1	-7.3	-63.7
O=C(Nc1cccc(N2CCCN(Cc3cccc(F)c3)C2=O)c1)C1CC1	1.4	14.0
COc1ccc(OC)c(Nc2ncc3c(n2)CCN(Cc2ccccc2F)C3)c1	-3.0	0.6
CN(C)Cc1c(O)ccc2c1OC(=Cc1ccc(F)cc1)C2=O	-12.0	-4.7
O=C(CCC1CCCN(C(=O)Nc2cccc(F)c2)C1)N1CCC2(CC1)OCCO2 (stereo not drawn)	-5.8	4.3
O=C(Nc1cccc(NC(=O)c2ccc(Br)o2)c1)c1cccc(Cl)c1	5.0	15.4
CCOC(CCNC(=O)c1cc2cc3ccc(OC)cc3nc2s1)OCC	-1.4	20.0
Cc1nn(CCCC(=O)Nc2sc3c(c2C(N)=O)CCCC3)c(C)c1[N+](=O)[O-]	-2.9	5.0
CN1CCN(C(=O)c2ccccc2N2CCC(NC(=O)c3ccccc3)CC2)CC1	3.5	2.2
N#CC1=C(N)N(c2ncn[nH]2)C2=C(C(=O)CCC2)C1c1ccc(Cl)cc1Cl (stereo not drawn)	-2.3	-1.0
O=C(NC(=O)c1ccccc1)Oc1ccc(F)cc1	-3.7	0.9
O=c1c(-c2ccc(F)cc2)c(C(F)(F)F)oc2c(CNCCO)c(O)ccc12	-5.0	6.2
CCOC(=O)C(=O)NCC(C)C	0.4	2.6
Cc1ccccc1C(=O)Nc1cc(-c2cccs2)no1	4.1	-20.2
CCc1[nH]nc(-c2ccc(Cl)cc2)c1NC(=O)C(C)C	-3.4	0.3
CC(C)N(CC(O)CN1C(=O)NC(C)(C)C1=O)C(C)C (stereo not drawn)	-0.7	-1.0
Cc1cccc(S(=O)(=O)Nc2cccn3ncnc23)c1	-5.6	-2.0
Cc1ccc(N2CCC(NC(=O)Cc3ccc(Cl)cc3)C2=O)cc1C (stereo not drawn)	6.3	1.1
CS(=O)(=O)Nc1cccc(NC(=O)C(c2ccccc2)n2cccc2)c1 (stereo not drawn)	5.7	9.7
COc1cccc(-c2cn3ccn(-c4ccc(F)c(F)c4)c(=O)c3n2)c1	-1.0	-1.6
C=CCN1C(=O)CN2c3ccccc3C(C)(C)C12C (stereo not drawn)	-14.1	.
COCCN1CCC(CNC(=O)C(=O)NCC(F)(F)F)CC1	27.4	5.2
O=C(NC1CCCCCCC1)C1CCCC1	-0.5	3.9
CC(=O)Nc1cccc(OCCCNC(=O)c2c(-c3c(F)cccc3Cl)noc2C)c1	2.1	.
COc1cc(/C=C2\C(=O)NN(c3ccc(C)c(C)c3)C2=O)cc(Cl)c1OC	-6.5	58.0*
CCN1CCN(Cc2ccc(-c3ccccc3[N+](=O)[O-])o2)CC1	1.5	7.7
O=C1CCN(Cc2ccccc2)CCN1[C@H](CO)Cc1ccccc1	-8.4&-5.7	-2.5&-6.4
COc1ccc(OC)c(NC(=O)C2CCN(c3nnc(-c4ccc(C)cc4)o3)CC2)c1	-7.5	38.9
O=C(Oc1cccc2c1CCC2=O)c1ccccc1	-9.2	.
Cc1ccc2nc(-c3ccc(NC(=O)c4c(-c5ccccc5)noc4C)cc3)sc2c1	-0.9	.
CCC(=O)N1CCc2cc(S(=O)(=O)CCC(=O)Nc3cc(Cl)ccc3OC)ccc21	0.3	11.0
C#CCNC(=O)C1COC2(CCCCC2)N1C(=O)c1ccccc1 (stereo not drawn)	0.2	1.7
CC1C(=O)N(c2ccc(F)c(Cl)c2)CCN1C(=O)c1ccc(Cl)cc1 (stereo not drawn)	-2.0	5.2
Cc1ccc(CCNC(=O)C2CCCN(c3nccc(C)n3)C2)cc1 (stereo not drawn)	-1.6	3.2
O=C(NCCc1ccc(Cl)cc1)C1C2C=CC3(CN(Cc4cccs4)C(=O)C13)O2 (stereo not drawn)	-1.7	15.7
O=C(CSc1nnnn1-c1ccccc1)NC12CC3CC(CC(C3)C1)C2	-8.1	2.4
O=C(c1cccs1)N1CCCC(c2n[nH]c(C3CC3)n2)C1 (stereo not drawn)	3.9	1.1
O=c1oc2ccccc2cc1-c1nc2ccc(Cl)cc2[nH]1	5.5	0.0
CCCCC(=O)Nc1ccc(NC(=O)c2cccnc2)cc1OC	0.1	1.6
CCN1C(=O)C(C)(C(=O)NCc2ccccc2Cl)Oc2cccnc21 (stereo not drawn)	3.7	-7.9
COc1ccc(C=C2SC(=S)N(CCCC(=O)O)C2=O)c(OC)c1	3.4	18.1
Nc1c(-c2nn[nH]n2)cnn1-c1ccc(Cl)cc1Cl	-8.6	.
CCOc1cc(C2NC(=O)c3c(sc4c3CCN(C)C4)N2)ccc1OCc1ccccc1 (stereo not drawn)	4.7	12.0
CCCNc1nc(Cl)nc(NCCC)n1	.	-2.9
COc1ccc(-c2c(C)oc3c(CN(C)C)c(O)ccc3c2=O)cc1	-8.7	3.7
Nc1ccccc1C(c1ccc(O)cc1)c1ccc(O)cc1	-0.8	13.6
